# HCMV inh – blocks human cytomegalovirus replication; HFF cells, HCMV-luciferase reporter, 72 h; active compounds read low; activity change, negative = inhibition, % at 57.5 µM; 410,000 tested, 4.5% active; AID 1259415; in the data active means activity change below about -60%; inconclusive means no clear call, values can overlap the other calls; inactive means above about -39%
#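 After 16 h attachment at 37C, HFF cells received test compound and HCMV-luciferase (1 PFU/cell); reporter luminescence read 72 h later, data normalized against buffer-only and known inhibitor Salinomycin.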
# AMA1 RON2 block – AMA1-RON2 (P. falciparum) interaction inhibition; AlphaScreen AMA1-biotinylated RON2 peptide binding; Potency, µM (titrated, usually from 58.2 µM), without a hit: top-dose activity change, negative = inhibition, most hits filed as inhibitors; AID 720542; 360,000 tested, 0.2% active; active means well fitted inhibition curve with a large enough effect; inconclusive means small, poorly fitted or top-dose-only effect; inactive means no such curve, though single readings can be large or run the other way;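 further: potency means the concentration at half of the fitted maximal effect; 0% = vehicle wells and -100% = peptide control; nearly all actives have a fitted effect of over 45% in size; some results filed as inactive show a strong effect at the top dose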
#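 AMA1 (3D7) with his tag at 25 nM final met compounds first, then biotinylated RON2 peptide at 25 nM; detection used donor plus acceptor beads, 10 µg/mL apiece, read by AlphaScreen after 30 min at room temperature.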
# * = called active by the depositor; ? = inconclusive; [ ] = dose if it differs, or a comment. Unless noted, on the % scale 0 is the no-effect control and ±100 the full control effect. This is a subset; the hit share may differ from the screen's.
item | Structure | AMA1 RON2 block | HCMV inh
1 | C[C@@H]1CN([C@H](C)CO)C(=O)CCCn2cc(nn2)CO[C@H]1CN(C)S(=O)(=O)c1ccc2c(c1)OCCCO2 | 9% | 8
2 | CC(=O)Nc1ccc(C(=O)N2c3ccccc3N=C(c3ccc4c(c3)OCO4)C2C(=O)NCc2ccccc2)cc1 (centres undefined) | 5% | 9
3 | COCCNC(=O)C1(C)CCCN(C(=O)c2ccc(F)c(Cl)c2)C1 (centres undefined) | 5% | -10
4 | Cc1ccccc1N1CCN(c2ccccc2NC(=O)/C=C\C(=O)O)CC1 | -7% | 19
5 | CN(C)C(=O)N1CCc2ccc([N+](=O)[O-])cc21 | 1% | ?
6 | COc1ccc(NC(=O)C(c2ccccc2F)n2c(=O)c(-c3ccco3)nc3ccccc32)cc1 (centres undefined) | -18% | -13
7 | Cn1c(=O)c(C(=O)c2ccccc2)c(O)c2ccccc21 | 16% | 82
8 | CC1=CC2=NC(=O)C(c3ccccc3)C(=O)N2C=C1 (centres undefined) | -11% | 21

# Other results:
item | Structure | AMA1 RON2 block | HCMV inh
9 | COc1cccc(-c2ccc3c(c2)C2CC3CCN2C(C)=O)c1 (centres undefined) | -3% | -10
10 | CC1(C(=O)NS(=O)(=O)c2cccc(OC(F)F)c2)CCN1C(=O)c1ccccc1CCc1ccccc1 (centres undefined) | 1% | -15
11 | COC(=O)[C@]12CCCCC=C1N(Cc1ccc(Cl)cc1Cl)C(=O)[C@H](CC(=O)N1CCN(C(=O)c3ccco3)CC1)C2 | -14% | ?
12 | CCOC(=O)Cc1ccc(Nc2nc3cc(-c4sccc4C)sc3c(=O)n2C)cc1 | -18% | -18
13 | CN(C)c1ccc(-c2ccnc3c2CC(C)(C(=O)Nc2ccc(F)c(Cl)c2)O3)cc1 (centres undefined) | -15% | 19
14 | CCOC(=O)C1=C(Nc2ccccc2)CSC1 | -9% | -32
15 | COc1ccc(-c2ccc(C(=O)NC3CCCCC3)c3occc23)c(C)c1 | -11% | -10
16 | COc1ccc(C(=O)NCC(C)(c2ccccc2)c2ccccc2)cc1S(=O)(=O)N1CCOCC1 | 13%[11.6 µM] | 5

# (listing goes on)
item | Structure | AMA1 RON2 block | HCMV inh
17 | Cc1ccc(S(=O)(=O)N2CCCOC2CNC(=O)C(=O)NCCc2ccco2)cc1 (centres undefined) | 3% | -17
18 | O=C(NCc1ccccc1)c1ccc(CS(=O)Cc2cccc(Cl)c2)o1 (centres undefined) | -6% | -15
19 | CCCNS(=O)(=O)c1cc2c(cc1Br)CCN2C(=O)CC | -2% | -15
20 | COC(=O)c1ccc2nc(C3CCCCC3)c(Cc3cccc(F)c3)n2c1 | -1% | 52
21 | CCOc1ccc(CCN2C(=O)C(=O)N([C@@H](CC(C)C)CN3CCC[C@H]3CN3C(=O)C(=O)NC[C@@H]3Cc3ccccc3)C[C@@H]2CC(C)C)cc1 | 2% | -8
22 | Cc1nnc(SCC(=O)N2CCCC2)n1-c1ccc(F)cc1 | -17% | 15
23 | COc1ccc(NC(=O)C[C@H]2C(=O)N(CCc3ccccc3)C[C@@H]2C)cc1 | 7% | 6
24 | NS(=O)(=O)c1ccc(CCNC(=O)c2ccc(Cl)c(S(=O)(=O)N3CCCCCC3)c2)cc1 | -1%[11.6 µM] | -69*

# Additional compounds
item | Structure | AMA1 RON2 block | HCMV inh
25 | CCOc1ccccc1-c1cncc(NC)n1 | -20% | 31
26 | Cn1c(Nc2ccc(F)cc2)nc2cc(-c3ccsc3)sc2c1=O | 0% | 25
27 | CCN(CC)c1ncnc2c1ncn2[C@H]1CN(Cc2ccccc2)C[C@@H](CO)O1 | 25% | 19
28 | O=c1ccc2nc3ccccc3sc-2c1 | 14µM* | -34
29 | COc1cccc(Cn2c3ccc(NC(=O)CCc4ccc(F)cc4)cc3c(=O)n2C)c1 | 12% | -85*
30 | CCN(CC)C(=O)c1cccc(-c2csc(C(C)(O)c3cccc(F)c3)n2)c1 (centres undefined) | -2% | ?
31 | COc1ccc(C[C@H]2NC[C@H](O)[C@H]2OC(C)=O)cc1 | 4% | -98*
32 | O=C(OCc1cc(=O)c(OC(=O)c2ccccc2)co1)c1ccccc1 | 11% | 22

# Further compounds follow.
item | Structure | AMA1 RON2 block | HCMV inh
33 | CC1(C(=O)NS(=O)(=O)C2CC2)CCCN(C(=O)C2(c3ccc(Cl)cc3)CCCC2)C1 (centres undefined) | 5% | 11
34 | CC(C)c1cccc(C(C)C)c1NC(=O)c1ccc(-c2cc(Cl)ccc2Cl)o1 | -19% | -19
35 | COC(=O)C1=C(c2ccccc2)C[C@@H]2CC[C@H]1N2C(=O)NCc1ccc(F)cc1 | 6% | -12
36 | O=C(/C=C/[C@H]1O[C@@H](n2ccc(=O)[nH]c2=O)[C@H](O)[C@@H]1O)N[C@@H](Cc1ccccc1)C(=O)O | 16% | 23
37 | COCCn1c(SCC(=O)Nc2ccc(F)cc2F)nc2c(c1=O)SCC2 | -3% | -14
38 | COc1ccc(CN2C(=O)c3ccccc3C2(C)c2nc3ccccc3[nH]2)cc1 (centres undefined) | -9% | -1
39 | O=C(CCc1ccccc1)Nc1c(F)cccc1F | 6% | 34
40 | COc1ccc(NC(=O)C2Cc3c(-c4ccc(Cl)cc4)ccnc3O2)cc1OC (centres undefined) | -25% | -78*

# Additional entries follow:
item | Structure | AMA1 RON2 block | HCMV inh
41 | CC(C)C[C@H]1COCCS(=O)(=O)N1Cc1cccc(F)c1 | -22% | -2
42 | CN1C(=O)[C@@](O)(CC(=O)c2ccccc2)c2cc(Br)ccc21 | 3% | 14
43 | COC(=O)C1=C(N)Oc2cc(C)n(Cc3ccncc3)c(=O)c2C1c1cccnc1 (centres undefined) | 8% | -7
44 | CN(C)CCNc1ccc2ncn3c4ccc(O)cc4c(=O)c1c23 | -19% | -93*
45 | ON=Cc1ccnc2ccccc12 | 12% | -22
46 | CC1OC(OC2C(CO)OC(OCC3OC(OC(=O)[C@@]45CCC(C)(C)C[C@@H]4C4=CC[C@@H]6[C@@]7(C)CCC(OC8OCC(O)C(O)C8OC8OC(C)C(O)C(O)C8O)[C@@](C)(CO)C7CC[C@@]6(C)[C@]4(C)CC5)C(O)C(O)C3O)C(O)C2O)C(O)C(O)C1O (some centres undefined) | 0% | ?
47 | CCCS(=O)(=O)NC(=O)C1(C)CCN(C(=O)Cc2ccc3ccccc3c2)C1 (centres undefined) | 14% | 19
48 | C[C@@H]1CN([C@H](C)CO)C(=O)CCCn2nncc2CO[C@H]1CN(C)S(C)(=O)=O | 9% | 26

# More results.
item | Structure | AMA1 RON2 block | HCMV inh
49 | CC1(C(=O)NS(=O)(=O)Cc2ccccc2C(F)(F)F)CCN1C(=O)c1ccccc1 (centres undefined) | 2% | 26
50 | Cc1noc(C)c1-c1ccc(C(=O)NCc2ccc(Cl)cc2)c2occc12 | -4% | 11
51 | COc1cc(CNc2ncnc3c2ncn3[C@H]2CN(Cc3cc(OC)c(OC)c(OC)c3)C[C@@H](CO)O2)cc(OC)c1OC | -5% | 49
52 | COc1ccc(OC)c2cc3ccccc3cc12 | ? | 29
53 | CC1C(=O)N(Cc2cn(CC3CCCCC3)nn2)CCS(=O)(=O)N1Cc1ccc(-c2ccccc2)cc1 (centres undefined) | 25% | -22
54 | CC(=O)Nc1cccc(-c2ccnc3c2CC(C)(C(=O)NCc2ccccc2)O3)c1 (centres undefined) | -10% | -79*
55 | O=C(COC(=O)Cc1ccc(Cl)cc1Cl)NCc1ccccc1 | 15% | -9
56 | Cc1nc2ccc(N)nc2nc1C | 20% | 25

# Further compounds follow:
item | Structure | AMA1 RON2 block | HCMV inh
57 | O=C(O)Cc1cc(=O)[nH]n(-c2ccccc2)c1=O | 20% | 44
58 | O=C(O)C(SC(C(=O)O)c1ccccc1)c1ccccc1 (centres undefined) | -13% | -20
59 | Cc1nc2cc(C)c(C)cc2o1 | 1% | 21
60 | Nc1c(-c2ccc(F)cc2)nc2ncccn12 | 11% | -3
61 | OC[C@@H]1CN(Cc2ccc(Cl)cc2)C[C@H](n2cnc3c(NCc4ccncc4)ncnc32)O1 | 12% | -33
62 | S=C(Cc1ccc(-c2ccccc2)cc1)N1CCOCC1 | -13% | -13
63 | CC(=O)c1ccccc1C(=O)N1CCCC(CNC(=O)c2ccc(F)cc2)C1 (centres undefined) | 0% | -11
64 | O=c1c2ccccc2oc2cc(-c3ccc4[nH]ccc4c3)ccc12 | 73%[activator] | 33

# Continued.
item | Structure | AMA1 RON2 block | HCMV inh
65 | COc1ccc(CNC(=O)C2(CC3CC(c4ccccc4)=NO3)CCN(C(=O)OC(C)(C)C)CC2)cc1 (centres undefined) | -1% | 3
66 | COCCNC(=O)C1CCCN(C(=O)c2ccc(OC)c(F)c2)CC1 (centres undefined) | 7% | -8
67 | CC(=O)OC1C(=O)N(Cc2ccccc2)C1c1ccc(C)cc1 (centres undefined) | 12% | -1
68 | Clc1cccc(Cc2c(-c3cccc(Br)c3)nc3ccc(Cl)cn23)c1 | -11% | 1
69 | CC1(C(=O)Nc2ccc3c(c2)OCO3)CCN1C(=O)Cc1ccc(-c2ccccc2)cc1 (centres undefined) | ? | -81*
70 | Cc1ccc(Nc2cc(=O)n(C)c(=O)[nH]2)cc1C | -3% | -8
71 | Cc1cc(C)c2c(c1)CC(C)(C)CC2=O | 0% | 41
72 | O=C(Cn1c(Cn2c(-c3cnccn3)nc3ccccc32)nc2ccccc21)c1ccc(OC(F)(F)F)cc1 | 4% | 35

# Additional results:
item | Structure | AMA1 RON2 block | HCMV inh
73 | C1=C(c2cn(-c3nc4ccccc4s3)nn2)CCCC1 | 13% | 68
74 | COc1ccc(NS(=O)(=O)c2ccc(NC(C)=O)cc2)nn1 | 10% | 10
75 | CCOc1ccccc1N1CC(C(=O)NCCC2=CCCCC2)CC1=O (centres undefined) | -10% | 4
76 | O=C(Cc1cccc(NC(=O)C2CCN(C(=O)C3CCC3)CC2)c1)Nc1cccc(C(=O)N2CCCCC2)c1 | 11% | 23
77 | COC(=O)c1ccc(CN2CCC(Oc3ccc(C(=O)N4CCCCC4)cc3)CC2)cc1 | -8% | 24
78 | COc1cccc(Nc2nc(C(N)CC(C)C)cs2)n1 (centres undefined) | 41%[activator] | -23
79 | CCOC(=O)[C@]12Cc3c(cc(OC)c(OC)c3OC)[C@H]1N(C1CCCCC1)C(=O)c1cc(OC)ccc12 | -6% | -99*
80 | COCCNc1nc2cc(-c3cccc(Cl)c3)sc2c(=O)n1C | 1% | 21

# More compounds follow.
item | Structure | AMA1 RON2 block | HCMV inh
81 | COc1ccc(-n2nnnc2C(c2cccs2)N2CCN(C/C=C/c3ccccc3)CC2)cc1 (centres undefined) | ? | -16
82 | COc1ccc(C(CNC(=O)C(C)Sc2ccccc2)N2CCOCC2)cc1 (centres undefined) | 34%[activator] | -3
83 | C=C1[C@@H](O)[C@H](Cc2ccccc2)N(Cc2ccccc2Br)S1(=O)=O | 9% | 33
84 | C[C@H](CO)N1C[C@H](C)[C@@H](CN(C)C(=O)Nc2ccccc2)Oc2cc(Br)ccc2S1(=O)=O | 0% | 20
85 | O=C(CCCn1c(=S)[nH]c2ccsc2c1=O)Nc1ccc(F)cc1 | 137%[activator] | 24
86 | CC1(C(=O)O)CCCN1C(=O)c1ccccc1OC(F)(F)F (centres undefined) | -2% | 14
87 | CCOC(=O)C1=CCC(C(C)(C)C)N(S(=O)(=O)c2ccc(C)cc2)C1 (centres undefined) | -2% | -8
88 | C#CCOCCOCCOCCNc1nc(N2CCN(C(=O)C([C@@H](C)CC)n3cc(C(N)COC(=O)C(F)(F)F)nn3)CC2)nc(N2CCN(C(=O)C([C@@H](C)CC)n3cc(C(N)CC(C)C)nn3)CC2)n1 (some centres undefined) | 12% | -6

# (cont.)
item | Structure | AMA1 RON2 block | HCMV inh
89 | CCOc1ccc(NC(=O)CN(C)C(=O)c2c(C)nn(Cc3ccccc3Cl)c2C)cc1OCC | 0% | -16
90 | Oc1ccc2ccccc2c1CNc1ccc2ccccc2c1 | -8% | ?
91 | O=C(C1CCCCC1)N1CCC2CC1c1cc(-c3ccc4c(c3)OCO4)ccc12 (centres undefined) | -27% | -18
92 | CC(C)CNc1ncnc2c1ncn2[C@H]1CN(C2CCCC2)C[C@@H](CO)O1 | 11% | ?
93 | CC(=NNC(=S)N1CCN(c2ccccn2)CC1)c1ccccn1 | 14% | -14
94 | COCCOC(=O)N1CCCCC1c1cc(C(=O)NCc2ccc(Cl)c(Cl)c2)no1 (centres undefined) | 1% | -6
95 | O=C1NCCCCC1(Cl)Cl | 7% | -7
96 | COc1ccc(C2(CNC(=O)c3cc(OC)c(OC)c(OC)c3)CCCC2)cc1OC | -5% | -10
97 | O=C(Nc1ccc2c(c1)OCO2)c1cc(C2CCCCN2C(=O)c2ccccc2)on1 (centres undefined) | -1% | -16
98 | Cc1cccc(C(=O)OCC(=O)NCc2ccc(Cl)cc2)c1 | 6% | 5
